# Screens (PubChem BioAssay)
# PLAP act – PLAP enzyme activators, biochemical, luminescence, HTS; purified PLAP enzyme, luminescent substrate read-out; active compounds read high; activation fold at 20 µM; actives 1.2% (n = 96,000); AID 696, 2007; in the data active = activation fold above about 2
# E coli WT exp – growth inhibitors of wild-type E. coli, primary screen, strain BW25113, expanded library, OD600. OD600 absorbance. growth inhibition, % at 100 µM. actives 0.15% (n = 98,000). AID 710, 2007;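 active = growth inhibition above about 50% at one test dose, limit read from the data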;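 note: growth measured after 20 h incubation at 37 °C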
# sEH inh – soluble epoxide hydrolase inhibitors, primary screen, biochemical, human sEH | Bifunctional epoxide hydrolase 2 (Homo sapiens), P34913 | inhibition, % at 2 µM | actives 0.34% (n = 91,000) | recombinant human sEH enzymatic activity assay; in the data active = inhibition above about 80%; note: values of inactives mirror those of a sister screen read the other way; many of its hits are not listed in these tables
# sEH activator – soluble epoxide hydrolase activators, primary screen, biochemical, human sEH; Bifunctional epoxide hydrolase 2 (Homo sapiens), P34913; purified human sEH enzymatic activity, activator screen; activation, % at 2 µM; actives 0.04% (n = 91,000); in the data active = activation above about 37%; note: values of inactives mirror those of a sister screen read the other way
# PostGolgi ctrl – growth inhibition of yeast control strain, primary screen, counter-screen for post-Golgi transport modulator project; efflux-deficient yeast background strain, growth absorbance A615, 16 h; actives 5% (n = 98,000); inhibition, % at 10 µM
# PostGolgi yeast – phenotypic screen on post-Golgi transport, primary screen; AID 739, 2007; post-Golgi transport phenotypic cell assay; inhibition, % at 10 µM; actives 0.9% (n = 98,000);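 note: yeast cells grown in 1536-well plates; yeast grown about 18 h at 30C before absorbance read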
# S1P2 agonist – S1P2 receptor agonists, primary screen, cell-based. actives 0.46% (n = 97,000). Sphingosine 1-phosphate receptor 2 (Homo sapiens), O95136. activation, % at 4.5 µM. S1P2-expressing cell line, agonist reporter read-out; in the data active = activation above about 16%;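 note: 0% = vehicle low control and 100% = maximal reference agonist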
# Target sequence (O95136 whole entry, looked up): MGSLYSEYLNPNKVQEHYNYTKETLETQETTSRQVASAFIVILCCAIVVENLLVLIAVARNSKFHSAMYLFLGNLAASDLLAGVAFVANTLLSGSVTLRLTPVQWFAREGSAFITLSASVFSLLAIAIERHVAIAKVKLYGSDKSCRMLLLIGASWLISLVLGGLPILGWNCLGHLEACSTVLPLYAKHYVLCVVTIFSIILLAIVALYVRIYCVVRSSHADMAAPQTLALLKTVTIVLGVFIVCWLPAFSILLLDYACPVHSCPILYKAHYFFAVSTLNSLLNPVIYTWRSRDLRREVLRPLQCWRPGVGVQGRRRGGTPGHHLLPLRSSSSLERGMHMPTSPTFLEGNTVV
# CD11b adhes inh – inhibitors of CD11b/CD18 adhesion to fibrinogen, primary screen, K562 cells, luminescence; ATPlite luminescence; Mn2+ added to activate the integrin; Integrin beta-2 (Homo sapiens) + Integrin alpha-M (Homo sapiens), P05107+P11215; AID 1497, 2009; actives 0.54% (n = 93,000); inhibition, % at 10 µM;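 active = primary inhibition of 50% or more at 10 µM, then 40% or more on retest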; note: some results filed as inactive read as strong as hits
# Target sequence (P05107 whole entry, looked up, other chains not shown): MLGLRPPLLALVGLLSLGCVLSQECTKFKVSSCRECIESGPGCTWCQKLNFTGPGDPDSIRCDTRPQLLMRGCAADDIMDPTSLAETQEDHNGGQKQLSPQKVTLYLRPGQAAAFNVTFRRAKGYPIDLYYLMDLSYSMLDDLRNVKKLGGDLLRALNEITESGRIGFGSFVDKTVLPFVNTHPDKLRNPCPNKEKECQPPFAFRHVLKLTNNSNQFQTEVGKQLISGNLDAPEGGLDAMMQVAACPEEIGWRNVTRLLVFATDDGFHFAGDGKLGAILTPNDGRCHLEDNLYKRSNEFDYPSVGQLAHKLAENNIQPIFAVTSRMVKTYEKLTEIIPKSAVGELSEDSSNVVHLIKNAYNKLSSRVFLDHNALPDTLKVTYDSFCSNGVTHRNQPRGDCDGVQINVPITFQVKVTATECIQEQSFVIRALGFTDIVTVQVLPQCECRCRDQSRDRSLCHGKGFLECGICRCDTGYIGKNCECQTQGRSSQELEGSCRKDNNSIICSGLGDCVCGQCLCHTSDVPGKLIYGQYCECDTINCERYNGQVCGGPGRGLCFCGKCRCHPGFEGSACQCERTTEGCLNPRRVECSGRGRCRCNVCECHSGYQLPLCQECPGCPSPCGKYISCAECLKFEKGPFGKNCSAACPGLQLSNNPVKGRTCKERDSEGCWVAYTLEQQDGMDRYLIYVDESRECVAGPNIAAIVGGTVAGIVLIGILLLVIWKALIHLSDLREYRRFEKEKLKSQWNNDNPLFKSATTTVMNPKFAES
# S1P2 blocker – human S1P2 receptor antagonists, primary screen, cell-based; Sphingosine 1-phosphate receptor 2 (Homo sapiens), O95136; cell-based S1P2 antagonist assay, inhibition at 5 uM; inhibition, % at 5 µM; actives 0.21% (n = 97,000); AID 736, 2007; in the data active = inhibition above about 45%;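 note: CRE beta-lactamase reporter cells expressing human S1P2 stimulated with S1P; 0% = agonist at EC80 alone and 100% = agonist plus reference antagonist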
# Numbers without * were called inactive; . = no result given. Cut-off read from the data, not from the text of the source, unless noted: active = inhibition above about 30%; inactive = the rest.
# Values run as follows: PLAP act, E coli WT exp, sEH inh, sEH activator, PostGolgi ctrl, PostGolgi yeast, S1P2 agonist, CD11b adhes inh, S1P2 blocker
(1) CCn1c(SCc2ccccc2)nnc1-c1cccs1
 : ., -2, -4, 3, 6, 4, -8, ., -5
(2) Cc1nnc(SCC(=O)NC(C)(C)C)n1CCc1ccccc1
 : ., ., 2, -2, ., ., -2, ., -16
(3) N#CCCn1cc(/C=N/O)c(-c2ccc(-c3ccccc3)cc2)n1
 : 0.9, -10, ., ., 9, 1, -3, -6, 23
(4) COc1ccc(C(C)=O)cc1COC(=O)Cc1n[nH]c(=O)c2ccccc12
 : 1.1, -10, -3, 2, 1, -11, -5, -32, 3
(5) O=C(Nc1sc2c(c1C(=O)NCc1ccco1)CCCC2)c1ccc2c(c1)OCO2
 : 1.3, -19, -1, 5, 22, -7, -5, -52, -6
(6) CCC(C)(C)NC(=O)C(c1ccc(C)cc1)N(CC1CCCO1)C(=O)CNC(=O)c1cccs1 (stereo not drawn)
 : 1.3, 2, -2, 3, 8, 4, -6, -2, 3
(7) CCN(CC(=O)Nc1ccccc1OC)C(=O)Cn1cnc2ccccc2c1=O
 : 1, -5, 1, -2, 12, 4, -2, -14, -4
(8) O=C(N/N=C/c1cc([N+](=O)[O-])ccc1Cl)c1ccc2nc[nH]c2c1
 : 1, 6, -19, 20, 3, -2, -3, -6, 13
(9) CC(=O)Nc1ccc(NS(=O)(=O)Cc2ccccc2)cc1
 : 0.9, 6, 1, 0, 1, 4, -11, -11, 16
(10) O=C1CCCC2=C1C(c1ccncc1)c1c(nc(SCc3ccccc3)[nH]c1=O)N2 (stereo not drawn)
 : 1.1, 1, 11, -11, 3, -2, -3, -7, 3
(11) CCc1ccc(NC(=O)C2CC(=O)N=C(N)S2)cc1 (stereo not drawn)
 : 1, -6, -7, 8, 7, 13, -1, 9, -22
(12) CC(C)OC(=O)CN1CCN(S(=O)(=O)c2cc(Cl)ccc2Cl)CC1
 : 1.6, 4, ., ., 0, 0, ., -2, .
(13) COCCOc1cnn(-c2cc(Oc3ccc(C)cc3)ncn2)c(=O)c1Cl
 : 1.6, 5, 2, 0, 5, 5, -3, 0, -10
(14) N=c1c2c3c(sc2ncn1N)CCCCC3
 : 1.3, 6, ., ., 0, -2, ., ., .
(15) CC1(C(=O)NC2CCCCCC2)CCC(=O)N1Cc1ccc2c(c1)OCO2 (stereo not drawn)
 : 1.1, 3, 10, -7, 5, 3, -6, -17, -8
(16) Cc1ccc(CNC(=O)CCCNC(=O)c2ccc(Cl)cc2)n1C
 : 1.7, 6, 4, -2, 3, 15, -10, 3, 13
(17) COc1ccc(-c2ccc(-c3noc(C(C)C)n3)c(OC)n2)cc1
 : 1.5, -14, -21, 19, 14, -6, -1, 0, -9
(18) CC(CN1CCOCC1)OC(=O)c1cccc(Br)c1 (stereo not drawn)
 : 0.8, -7, 8, -13, 4, 1, -5, -3, -5
(19) CC(C)OC(=O)CCc1nc2ccccc2[nH]c1=O
 : 0.9, 2, -16, 13, 2, -1, -3, -46, -7
(20) O=C(Nc1ccc(Br)cn1)C1CCCN1S(=O)(=O)c1ccccc1 (stereo not drawn)
 : 0.7, 0, -2, 6, 3, -17, 1, ., 4
(21) CCC(=O)c1ccc(N2CCN(C(=O)c3ccc(Br)cc3)CC2)c(F)c1
 : 0.9, -8, -2, 3, 25, 62*, -6, 6, 1
(22) CN1C(=O)NC(c2ccccc2)C2=C1CN(c1cccc(C(F)(F)F)c1)C2=O (stereo not drawn)
 : 0.9, 3, ., ., 18, -1, ., 11, .
(23) CC(=O)COc1cc(C)cc2oc(=O)c(C)c(C)c12
 : 1, 1, -13, 11, 5, 21, -3, 2, -5
(24) COc1ccc(-c2nnn(Cc3nn[nH]n3)n2)cc1OC
 : 1.1, -4, -3, 1, -6, -7, -11, -16, 12
(25) Nc1ccn(-c2ccc(Cl)cc2)c(=O)c1
 : 1.1, 3, 6, -4, -4, 10, -8, -8, -14
(26) COc1ccccc1-c1cc(C(=O)NC(C)C)no1
 : 1, -2, 10, -10, 13, -3, -7, ., 1
(27) CCOc1ccc(N(C(C)C(=O)N/N=C(\C)c2cccc(NC(=O)c3ccccc3)c2)S(C)(=O)=O)cc1 (stereo not drawn)
 : 1, -7, 17, -17, 5, -15, -7, ., -8
(28) COc1ccc(CCNC(=O)C2CCN(S(=O)(=O)c3ccc(-n4cnnn4)cc3)CC2)cc1OC
 : 1.3, -5, -18, 12, 0, -14, 1, -5, -11
(29) COc1cc2c(cc1OC)C(c1ccsc1)CC(=O)N2 (stereo not drawn)
 : 0.9, 1, 5, -3, -5, 1, -5, -5, 1
(30) CSc1nc(O)c(C2OC(=O)c3ccccc32)c(=O)[nH]1 (stereo not drawn)
 : 0.8, 0, 2, -1, -6, -3, -6, -7, 17

# Ordered by the number under sEH inh (high to low): 5 from the list above.
No.	compound	PLAP act	sEH inh	sEH activator	PostGolgi yeast	S1P2 agonist	CD11b adhes inh	S1P2 blocker
10	O=C1CCCC2=C1C(c1ccncc1)c1c(nc(SCc3ccccc3)[nH]c1=O)N2 (stereo not drawn)	1.1	11	-11	-2	-3	-7	3
18	CC(CN1CCOCC1)OC(=O)c1cccc(Br)c1 (stereo not drawn)	0.8	8	-13	1	-5	-3	-5
16	Cc1ccc(CNC(=O)CCCNC(=O)c2ccc(Cl)cc2)n1C	1.7	4	-2	15	-10	3	13
20	O=C(Nc1ccc(Br)cn1)C1CCCN1S(=O)(=O)c1ccccc1 (stereo not drawn)	0.7	-2	6	-17	1	.	4
17	COc1ccc(-c2ccc(-c3noc(C(C)C)n3)c(OC)n2)cc1	1.5	-21	19	-6	-1	0	-9

# Back to the main list with the three entries that preceded the break.
# Values run as follows: PLAP act, E coli WT exp, sEH inh, sEH activator, PostGolgi ctrl, PostGolgi yeast, S1P2 agonist, CD11b adhes inh, S1P2 blocker
(28) COc1ccc(CCNC(=O)C2CCN(S(=O)(=O)c3ccc(-n4cnnn4)cc3)CC2)cc1OC
 : 1.3, -5, -18, 12, 0, -14, 1, -5, -11
(29) COc1cc2c(cc1OC)C(c1ccsc1)CC(=O)N2 (stereo not drawn)
 : 0.9, 1, 5, -3, -5, 1, -5, -5, 1
(30) CSc1nc(O)c(C2OC(=O)c3ccccc32)c(=O)[nH]1 (stereo not drawn)
 : 0.8, 0, 2, -1, -6, -3, -6, -7, 17
(31) Cc1cccc(/C(N)=N/OC(=O)c2ccco2)c1
 : 0.9, 17, -3, 6, -2, -4, -5, 8, -2
(32) COC(=O)c1ccc(NC(=O)CSc2nnc(CNc3ccc(OC)cc3)n2C)cc1
 : 1.1, 5, -8, 9, 6, -3, -3, -14, 7
(33) CC(=O)c1ccc(S(=O)(=O)NCCCC(=O)NCCc2ccccn2)cc1
 : 1.2, 2, 9, -11, 9, -2, -2, 4, -5
(34) O=C(Nc1ccccc1N1CCOCC1)c1ccccc1[N+](=O)[O-]
 : 1, 0, -8, 8, 20, 14, -3, ., -2
(35) O=C(CCCn1c(=S)[nH]c2cc3c(cc2c1=O)OCO3)N1CCN(c2ccc(F)cc2)CC1
 : 1.2, -5, ., ., 8, -2, -3, 11, 2
(36) Cc1cc(NC(=O)Cc2cccs2)no1
 : 1.2, -7, -1, 2, 4, 7, -2, -2, -14
(37) CCOC(=O)c1nnn(-c2nonc2N)c1CN(C)Cc1ccccc1
 : 0.8, 5, ., ., 23, 11, ., -21, .
(38) c1ccc2nc(-c3nc4ccccc4o3)ccc2c1
 : 1.1, 1, ., ., 13, 22, ., 20, .
(39) CCOC(=O)C(C)Sc1nnc(Cc2cc(=O)[nH]c(=O)[nH]2)n1-c1ccc(OCC)cc1 (stereo not drawn)
 : 1.5, 3, -5, 6, 7, 6, -10, -2, 3
(40) COC(=O)c1ccccc1NC(=O)COC(C)=O
 : 1, 10, 4, -4, 4, -2, -14, -15, -11
(41) CCNC(=S)NNC(=O)C(c1ccccc1)c1ccccc1
 : 1, -6, 5, -5, 11, -1, -3, ., 21
(42) COC(=O)c1ccc(CNC(=O)/C=C/c2cc([N+](=O)[O-])ccc2OC(F)F)cc1
 : 0.9, 0, 57, -57, 4, -2, -2, 4, 4
(43) CCCCOP(=O)(c1ccc(N(C)C)cc1)C(O)c1ccncc1 (stereo not drawn)
 : 1.2, 1, -13, 16, 0, 6, 1, -3, -9
(44) COc1ccc(OCC(=O)Nc2ccc(S(=O)(=O)N3CCCCCC3)cc2)cc1
 : 0.8, -12, 27, -25, 6, -2, -5, -2, -8
(45) Fc1ccc(C2CC(c3ccccc3)Nc3ncnn32)cc1 (stereo not drawn)
 : 1, 8, ., ., 14, -4, -6, 2, 35
(46) COC(=O)CNC(=O)COc1ccccc1
 : 0.9, -2, -5, 8, 1, 10, -3, -2, 3
(47) O=C(NCC(=O)N1CCN(c2ncccn2)CC1)c1cccs1
 : 1.1, 2, -10, 9, 24, -3, -4, 1, 10
(48) Cc1cc(C)n2nc(SCc3nnc(SCc4ccccc4)s3)nc2n1
 : 1.2, 0, 1, -1, 39*, 6, -2, 7, -20
(49) Cc1ccc(C)c(NC(=O)CSc2nc3c(c(=O)n2C)SC(C)C3)c1 (stereo not drawn)
 : 1.3, 7, ., ., -6, 1, ., -3, .
(50) COc1cnn(-c2ccc(C)cc2)c(=O)c1SCc1ccccc1
 : 0.9, 5, 0, 0, 4, 4, -7, -6, 6
(51) CCN(CC)CCNC(=O)CCCCn1c(=S)[nH]c2c([nH]c3ccc(OC)cc32)c1=O
 : 1.4, -6, 1, 0, 9, -10, -7, -18, 22
(52) COC(=O)COn1c(SC(C)C)nc2ccccc2c1=O
 : 1.1, 4, -9, 8, 13, -1, -3, -15, 5
(53) O=C(COC(=O)c1c2c(nc3ccccc13)CCCC2)Nc1ccc2c(c1)OCO2
 : 1.6, -8, -4, 4, 26, 18, -4, 2, 12
(54) NC1=NC(c2ccc(F)cc2)n2c(nc3ccccc32)N1 (stereo not drawn)
 : 1.9, 4, 1, 0, 5, 0, -5, -1, 7
(55) CCN(CC)S(=O)(=O)c1cccc(C(=O)Nc2cccnc2)c1
 : 1.1, 5, 19, -16, 8, -1, -3, 13, -2
(56) CC(C)Cc1nc(NCCN2CCOCC2)c(C#N)c2c1COC(C)(C)C2
 : 1.5, 13, 6, -6, 100*, 51*, -10, 5, -9
(57) Cc1ccc(S(=O)(=O)C(C#N)c2nc3ccccc3nc2N2CCCC2)cc1C (stereo not drawn)
 : 1.4, -6, -4, 3, 12, 8, -4, 63*, 3
(58) O=C(Nn1c(O)c(C=C2N=c3ccccc3=N2)sc1=S)c1ccccc1Cl
 : 1, -13, 5, -5, 15, 10, -9, 7, 19
(59) CCN(CC)C(=O)C(=O)c1cccn1-c1cccc(-n2cccc2C(=O)C(=O)N(CC)CC)c1C#N
 : 1.4, 6, 7, -8, 5, 9, -4, -1, 5
(60) O=C(Nc1ccc2oc(-c3ccc4ccccc4c3)nc2c1)c1ccc2c(c1)OCCO2
 : 0.9, -1, 29, -28, 4, 10, -7, -10, -5

# A second format for some results above.
no.	molecule	PLAP act	E coli WT exp	sEH inh	sEH activator	PostGolgi ctrl	PostGolgi yeast	S1P2 agonist	CD11b adhes inh	S1P2 blocker
2	Cc1nnc(SCC(=O)NC(C)(C)C)n1CCc1ccccc1	.	.	2	-2	.	.	-2	.	-16
3	N#CCCn1cc(/C=N/O)c(-c2ccc(-c3ccccc3)cc2)n1	0.9	-10	.	.	9	1	-3	-6	23
4	COc1ccc(C(C)=O)cc1COC(=O)Cc1n[nH]c(=O)c2ccccc12	1.1	-10	-3	2	1	-11	-5	-32	3

# Further records
# Values run as follows: PLAP act, E coli WT exp, sEH inh, sEH activator, PostGolgi ctrl, PostGolgi yeast, S1P2 agonist, CD11b adhes inh, S1P2 blocker
(61) CCOC(=O)C1CCN(S(=O)(=O)c2c(C)n[nH]c2C)CC1
 : 1.5, -1, 2, -4, 2, -3, -3, -61, -27
(62) O=C(NCc1ccccc1)C1COc2ccccc2O1 (stereo not drawn)
 : ., ., 4, 1, ., ., -5, ., -9
(63) COc1ccc(OCC(=O)Sc2ccc(C)cc2)cc1
 : 0.8, 1, 10, -7, 0, -11, -4, 6, 8
(64) CC(CN1CCOCC1)C(=O)O (stereo not drawn)
 : ., -3, -3, 5, -5, -4, -2, ., -12
